procasp3 activ = activators of human procaspase-3 D3A mutant, primary screen, biochemical, absorbance, PC-3 D3A mutant, single concentration | Caspase-3 (Homo sapiens), P42574 | recombinant procaspase-3 D3A, Ac-DEVD-pNA absorbance 405 nm | activation, % at 8.5 µM | actives 0.11% (n = 330,000) | AID 463141, 2010;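 active means activation above the mean of all tested compounds plus 3 SD, cut at about 21% in these data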;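 further: 0% = DMSO alone and 100% = DMSO wells spiked with extra 5 µM PC-3 D3A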
Target sequence (P42574 whole entry D9A/D28A/D175A): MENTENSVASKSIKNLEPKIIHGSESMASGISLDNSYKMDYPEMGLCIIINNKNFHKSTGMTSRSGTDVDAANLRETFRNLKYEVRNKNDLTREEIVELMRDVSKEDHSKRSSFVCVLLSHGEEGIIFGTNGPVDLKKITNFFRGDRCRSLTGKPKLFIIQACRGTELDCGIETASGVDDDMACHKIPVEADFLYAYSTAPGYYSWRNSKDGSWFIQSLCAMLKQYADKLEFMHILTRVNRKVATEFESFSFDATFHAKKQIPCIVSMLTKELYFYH
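Test system: Procaspase-3 D3A mutant, all three cleavage aspartates alanine | Dosing: Single dose, 8.5 µM nominal compound, 0.8% DMSO | Schedule: 1 h preincubation, 2 h reaction | Technique: 405 nm absorbance of p-nitroaniline, reads at 0 and 120 min | Repeats: One well per compound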
RPL19A TOR yeast = RPL19A-GFP expression modulators in yeast, primary screen, cell-based, S. cerevisiae, multiplex flow cytometry, MLPCN; S. cerevisiae RPL19A-GFP strain, 3 h; active compounds read low; actives 0.3% (n = 330,000); AID 2025, 2009; percent response vs DMSO, % at 10 µM;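 active means percent response vs DMSO below 50%; inconclusive means fewer than 70 events counted for the yeast strain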;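 further: median channel GFP fluorescence of the barcoded RPL19A-GFP strain; ratio of sample median GFP to plate DMSO average so 100% = DMSO; lower means less RPL19A-GFP as with rapamycin TOR inhibition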
MEP2-GFP yeast = modulators of MEP2-GFP levels in yeast, primary screen, S. cerevisiae, multiplex flow cytometry, MLPCN library | GFP response vs DMSO, % at 10 µM | actives 0.51% (n = 330,000) | S. cerevisiae MEP2-GFP strain, 3 h; 100% = DMSO control level;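 active means GFP response versus DMSO above a set limit, roughly screen mean plus 3 SD, cut at about 180% in these data; inconclusive means fewer than 70 cells counted for a yeast strain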;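 further: median GFP fluorescence of the barcode-gated MEP2-GFP cells per well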
proCasp7 act = procaspase-7 activators, primary screen, counter-screen for procaspase-3 activator project, biochemical, absorbance, HTS, human | recombinant procaspase-7, Ac-DEVD-pNA absorbance 405 nm; D23A/D198A/D206A triple mutant, cannot self-cleave; scale: DMSO 0, 5 µM enzyme 100 | actives 0.093% (n = 330,000) | activation, % at 8.5 µM | Caspase-7 (Homo sapiens), P55210;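 active means percent activation above the screen-wide mean plus 3 SD, cut at about 25% in these data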
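signal = Epi-absorbance of released pNA at 405 nm, two timepoints | assay system = Uncleavable procaspase-7 mutant enzyme | reagent = Ac-DEVD-pNA substrate, 400 µM as added | times = 1 h enzyme–compound preincubation and 2 h substrate reaction, both 25 °C | benchmarks = low DMSO alone, high DMSO plus 5 µM PC-7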
AHR activator = AHR activators, primary screen, cell-based, luminescence, luciferase reporter, human. Aryl hydrocarbon receptor (Homo sapiens), P35869. AID 2796, 2010. AHR-responsive luciferase reporter cells. activation, % at 5 µM. actives 2.5% (n = 320,000); in the data active means activation above about 47%;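 further: 0% = vehicle wells and 100% = reference agonist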
Target sequence (P35869 whole entry, looked up): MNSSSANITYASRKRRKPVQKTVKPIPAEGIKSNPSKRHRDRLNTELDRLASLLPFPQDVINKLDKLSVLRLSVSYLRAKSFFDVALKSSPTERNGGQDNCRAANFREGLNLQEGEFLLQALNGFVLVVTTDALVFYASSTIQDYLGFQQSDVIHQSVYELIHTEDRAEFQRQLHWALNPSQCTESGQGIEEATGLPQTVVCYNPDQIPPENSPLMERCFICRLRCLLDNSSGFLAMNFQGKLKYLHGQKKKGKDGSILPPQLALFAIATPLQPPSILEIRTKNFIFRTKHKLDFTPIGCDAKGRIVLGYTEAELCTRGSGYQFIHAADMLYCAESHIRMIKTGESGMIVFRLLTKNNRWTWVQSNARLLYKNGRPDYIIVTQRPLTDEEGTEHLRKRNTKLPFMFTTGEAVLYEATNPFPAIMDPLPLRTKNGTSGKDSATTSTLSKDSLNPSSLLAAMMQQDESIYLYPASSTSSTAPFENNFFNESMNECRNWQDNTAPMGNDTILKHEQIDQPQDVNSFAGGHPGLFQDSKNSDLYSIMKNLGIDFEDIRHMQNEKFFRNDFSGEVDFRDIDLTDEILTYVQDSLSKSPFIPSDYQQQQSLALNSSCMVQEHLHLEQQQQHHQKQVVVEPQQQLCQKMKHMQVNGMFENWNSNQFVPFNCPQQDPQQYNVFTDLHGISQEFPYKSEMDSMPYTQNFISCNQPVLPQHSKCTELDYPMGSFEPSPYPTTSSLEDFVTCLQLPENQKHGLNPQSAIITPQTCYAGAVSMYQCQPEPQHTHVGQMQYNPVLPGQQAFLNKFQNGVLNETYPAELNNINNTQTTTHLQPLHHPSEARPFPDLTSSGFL
Yeast superoxide = reduction of superoxide in aged yeast, primary screen, HTS; S. cerevisiae aged cells, superoxide DHE fluorescence; active compounds read low; superoxide response (% of plate mean), % at 10 µM; actives 0.18% (n = 330,000); AID 2690, 2010;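 active means superoxide response under a set limit, about three screen SD below normal, cut at about 65% in these data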;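 further: yeast aged for seven days with compound at 30 °C before DHE staining; 100% = average MFI of all compound-treated wells on the plate with controls excluded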
LAP4-GFP MLPCN = modulators of LAP4-GFP expression in yeast, primary screen, S. cerevisiae, multiplex flow cytometry, MLPCN library. 3 h; median GFP as percent of DMSO wells. GFP response vs DMSO, % at 10 µM. AID 2023, 2009. actives 0.34% (n = 320,000);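 active means GFP response vs DMSO above a set limit, about the screen mean plus 3 SD, cut at about 150% in these data; inconclusive means under 70 cell events counted for the yeast strain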
GASC-1 inh = inhibitors of GASC-1 histone demethylase, primary screen, biochemical, fluorescence, DELFIA europium; Lysine-specific demethylase 4C (Homo sapiens), Q9H3R0; GST-JMJD2C(1-420) H3K9me3 demethylation; inhibition, % at 2.35 µM; actives 0.069% (n = 330,000); AID 2099, 2009;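 active means more than half of a compound's replicate wells show inhibition beyond 50%, single wells judged on their own value; inconclusive means some, but no more than half, of replicates pass 50% inhibition; inactive means no replicate passes 50% inhibition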;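 further: signal counts dimethyl H3K9 product captured on neutravidin plate; 0% = median of DMSO wells and 100% = 0.3 times that DMSO median; strong numbers were not always called active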
The depositor's hits bear a star; i = inactive; ? = inconclusive; / = not tested or not shown; & = joins results of further samples.

Order of results: procasp3 activ	RPL19A TOR yeast	MEP2-GFP yeast	proCasp7 act	AHR activator	Yeast superoxide	LAP4-GFP MLPCN	GASC-1 inh
CC(=O)N1CC(C)Sc2ccc(S(=O)(=O)NC3CCCCC3)cc21 (stereo not given)
  -2	100	100	0	0	108	102	-10
COc1ccccc1CNC(=O)CSc1nc(=O)n(Cc2ccncc2)c2c1CCC2
  -7	100	99	4	-3	102	113	-27
CCc1cc2cc(C)c(C)cc2nc1SCC(=O)Nc1cc(C)on1
  -3	93	101	5	0	104	98	-2
COc1ccc(C(C)=O)cc1COC(=O)Cn1cnc2ccccc2c1=O
  9	106	102	2	8	i	105	-16
CCCCN1C(=O)C(=O)N(CC(=O)N2N=C3/C(=C/c4ccco4)CCCC3C2c2ccco2)C1=O (stereo not given)
  6	90	95	7	2	82	104	-33
O=C(O)c1cnc(N2CCOCC2)nc1
  5	103	99	4	-1	100	96	7
NC(=O)CSc1nnc(-c2ccccn2)n1Cc1ccco1
  11	103	120	6	1	92	/	12
Cc1ccc(-c2cc(C(=O)Nc3cc(C)ccc3O)no2)cc1
  4	105	99	1	1	102	90	4
COc1ccccc1Nc1nc(N)nc(CN2CCN(Cc3ccccc3)CC2)n1
  1	99	98	6	2	114	98	-4
CCCN(CCC)Cc1c(C(=O)N/N=C/c2c[nH]c3ccccc23)nnn1-c1nonc1N
  -7	108	108	4	5	101	98	21
O=C(Nc1ccccc1)c1c2c(nc3ccccc13)CCCC2
  5	100	105	3	1	106	106	12
O=C(OCc1nnc(-c2cccs2)o1)C1=NN(c2ccccc2)C(=O)CC1
  -5	97	113	-6	11	99	107	-1
CC(C)(C)c1ccc(OCC(=O)NNC(=S)NC(=O)c2ccco2)c(Br)c1
  6	110	106	-12	0	104	71	-17
CC(C)c1ccc(NC(=O)C2CCN(C(=O)[C@@H]3Cc4ccccc4CN3)CC2)cc1
  -1	95	95	1	2	106	87	?
COc1ccc(CCn2c(=N)c(C(=O)NCc3ccco3)cc3c(=O)n4cccc(C)c4nc32)cc1
  -26	105	107	-29	9	95	111	-3
c1ccc(-c2ccc(C3=Nn4c(Cn5nnc6ccccc65)nnc4SC3)cc2)cc1
  1	95	101	-22	14	101	103	-5
C=CCn1c(CSCc2ccccc2)nnc1SCC(=O)NCc1ccccc1
  6	98	102	4	0	96	109	42
CCOC(=O)[C@@H]1[C@H]2COc3cc(OC)ccc3[C@@H]2N2C(=O)N(c3ccc(C)cc3)C(=O)[C@@]12C
  2	95	89	-5	0	100	105	3
CCc1ccc(Cn2nnc(C(=O)Nc3ccc(OC)cc3OC)c2N)cc1
  -7	101	100	3	42	105	100	-6
CCCCN(CC)CCNC(=O)c1cc2c(=O)n(C)c3ccccc3c2n1C
  7	100	102	5	5	103	102	0

The list goes on:
Order of results: procasp3 activ	RPL19A TOR yeast	MEP2-GFP yeast	proCasp7 act	AHR activator	Yeast superoxide	LAP4-GFP MLPCN	GASC-1 inh
CCc1nnc(NC(=O)[C@@H](NC(=O)c2cccc(S(=O)(=O)N(CC)CC)c2)C(C)C)s1
  8	106	103	12	-2	93	106	0
CCSc1nnc2nc3[nH]c4c(C)cccc4c3nn12
  5	104	101	-1	54*	86	101	-4
COCCNC(=O)CN1C(=O)NC2(CCOc3ccccc32)C1=O (stereo not given)
  -1	113	110	5	7	116	96	7
C=CCS/C(=N\n1cnc2ccccc2c1=O)N1CCCCC1
  3	105	102	-1	2	82	107	6
Cc1cc2c3c(c1)C1(C(=O)N3C(C)(C)CC2C)C(C#N)=C(N)Oc2n[nH]c(C)c21 (stereo not given)
  -7	96	105	4	24	123	102	-26
O=C(CNC(=O)c1ccc(Cl)cc1Cl)OCCOc1ccccc1F
  2	111	105	-5	1	107	104	2
CC1CCCN(C(=O)COc2ccc3c(c2)OCO3)C1 (stereo not given)
  1	96	99	7	52*	99	82	3
CN(C)CCNC(=S)NC1CCCCC1
  -8	98	89	11	3	92	102	-1
COc1ccc(C(=O)N2CCN(C(=O)c3ccco3)CC2)cc1OC
  4	98	98	-2	0	104	96	7
Cc1nc2cc(N3CCCCC3)c(NC(=O)c3cccnc3)cc2c(=O)n1Cc1ccccc1
  2	95	90	6	49*	93	92	4
COc1ccccc1Nc1c2c(nc3ccc(N)cc13)CCCC2
  0	73	120	6	8	98	102	-4
CS(=O)(=O)N1Cc2ccccc2CC1C(=O)Nc1ccccc1C(N)=O (stereo not given)
  -2	94	94	10	7	94	94	-1
CCn1c(SCC(=O)N/N=C/c2ccc(C)o2)nnc1-c1ccc(C)cc1
  -1	98	108	-3	-2	99	98	-17
COc1ccc(Cn2cnc3c(NS(C)(=O)=O)c(C)c(C)cc32)cc1
  3	103	104	-3	0	101	106	33
Cc1cc2c(n1-c1ccc(Cl)cc1)CC(C)(C)CC2=O
  -1	99	92	-9	-2	111	93	12
COc1ccccc1NC(=O)c1cccc(S(=O)(=O)N2CCN(Cc3ccccc3)CC2)c1
  9	97	99	2	3	105	97	8
Cn1c(=O)c2ccccc2n(Cc2ccccc2F)c1=O
  -2	98	99	3	1	102	100	6
COc1cc2ncc(S(=O)(=O)c3ccccc3)c(N3CCCC(C)C3)c2cc1OC (stereo not given)
  -6	91	90	1	4	76	87	6
C=CCNC(=O)C(C#N)c1nc2ccccc2nc1N1CCCCCC1 (stereo not given)
  -6	97	102	-3	20	101	102	8
Cc1ccn2c(=O)c(NC(=O)c3ccc(Br)o3)c(C)nc2c1
  5	99	96	6	-2	107	111	-18

2 entries drawn at random from those above, as already listed:
Order of results: procasp3 activ	RPL19A TOR yeast	MEP2-GFP yeast	proCasp7 act	AHR activator	Yeast superoxide	LAP4-GFP MLPCN	GASC-1 inh
CCn1c(SCC(=O)N/N=C/c2ccc(C)o2)nnc1-c1ccc(C)cc1
  -1	98	108	-3	-2	99	98	-17
C=CCNC(=O)C(C#N)c1nc2ccccc2nc1N1CCCCCC1 (stereo not given)
  -6	97	102	-3	20	101	102	8

Next section.
Order of results: procasp3 activ	RPL19A TOR yeast	MEP2-GFP yeast	proCasp7 act	AHR activator	Yeast superoxide	LAP4-GFP MLPCN	GASC-1 inh
CCN(c1ccc(C)cc1C)S(=O)(=O)c1nnc(NC(=O)C(C)C)s1
  /	95	92	/	/	105	90	6
NS(=O)(=O)c1ccc(NC(=O)COC(=O)c2cc(Cl)ccc2[N+](=O)[O-])cc1
  8	101	105	1	0	97	114	-5
CCN(CC)C(=O)CSC1=C(C#N)C(c2cccs2)C=C(C)N1 (stereo not given)
  -12	102	107	-26	23	96	102	-5
CCCCNC(C(=O)Nc1ccc([N+](=O)[O-])cc1Br)c1ccccc1 (stereo not given)
  0	113	110	3	5	118	104	7
Cc1ccccc1-c1nc(CN2CCC(C(=O)NCc3cccs3)CC2)c(C)o1
  -2	99	103	-3	1	91	101	11
O=C(O)CNS(=O)(=O)c1ccc2c(c1)CCCC2
  4	101	101	1	0	111	99	-23
O=C(NC(=S)NNC(=O)c1ccccc1[N+](=O)[O-])c1ccc(Br)cc1
  -5	102	100	-30	11	99	90	5
Cc1ccc(NC(=O)Cn2c(O)c(N=NC(N)=O)c3ccccc32)cc1
  -5	102	104	0	10	88	109	18
CCN(Cc1ccccc1)C(=O)CCS(=O)(=O)c1ccc2c(c1)oc(=O)n2C
  7	94	94	-3	1	78	91	-20
O=S(=O)(CCn1cccc1)CCn1cccc1
  2	100	99	4	0	92	101	12
FC(F)(F)COc1cc(-c2nnc(SCc3ccccc3)n2Cc2ccco2)cc(OCC(F)(F)F)n1
  -5	96	103	1	-3	80	109	2
CC(Sc1ccccn1)C(=O)Nc1ccc2c(c1)OCO2 (stereo not given)
  -7	97	100	-3	16	91	101	-3
Cc1oc2ccc(O)cc2c1C(=O)c1ccc([N+](=O)[O-])cc1
  7	101	104	-3	-6	93	101	-2
CCc1ccc(Nc2c([N+](=O)[O-])c(=O)oc3ccccc23)cc1
  12	97	99	5	13	108	112	5
O=C1CC(C(=O)Nc2ccccc2)S/C(=N\N=C\c2ccco2)N1 (stereo not given)
  -9	101	103	11	2	87	110	-2
COc1cccc(OC)c1C(=O)Nc1ccccc1N1CCCCC1
  0	105	100	1	3	104	87	-7
O=C(Nc1ccc(S(=O)(=O)NCCc2ccccc2)cc1)c1ccc(Br)o1
  7	105	102	9	1	92	97	8&6
COC(=O)/C=C1\S/C(=N/N=C/c2ccco2)NC1=O
  -5	106	98	-2	6	110	89	-7
O=S(=O)(NCC1CCCO1)c1ccccc1 (stereo not given)
  -1	101	114	4	-2	107	83	3
COc1ccc(C2C(C(N)=O)=C(C)Nc3ncnn32)cc1 (stereo not given)
  3	104	104	3	0	88	115	1

Carrying on.
Order of results: procasp3 activ	RPL19A TOR yeast	MEP2-GFP yeast	proCasp7 act	AHR activator	Yeast superoxide	LAP4-GFP MLPCN	GASC-1 inh
CC(=O)N(C)c1ccc(NC(=O)C(F)(F)F)cc1
  1	101	100	5	11	111	102	-9
CCOC(=O)c1oc2cccc(OC(C)=O)c2c1C
  3	100	106	4	0	106	102	1
O=C(O)CCCN1C(=O)C2C3CC(C2C1=O)C1C(c2ccccc2)c2sc(=O)n(-c4ccccc4)c2SC31 (stereo not given)
  -6	103	102	2	2	94	95	-5
CN1CCN(C(c2ccc(Br)cc2)c2cc(Cl)c3cccnc3c2O)CC1 (stereo not given)
  6	63	128	4	10	134	129	-8
CCCC1CCc2c(c3ccccc3[nH]c2=O)O1 (stereo not given)
  0	98	95	-2	20	113	114	7
COC(CNC(=O)c1cc(Sc2nnc(C)s2)nc2ccccc12)OC
  12	100	96	14	5	97	89	-6
O=C1OC(c2ccccc2)=N/C1=C\C=C\c1ccccc1[N+](=O)[O-]
  -4	100	100	-15	14	108	110	5
CCOC(=O)N1CCN(c2c(NCCN3CCCCC3CC)c(=O)c2=O)CC1 (stereo not given)
  11	102	92	8	0	96	93	-5
COCCCN1C(=O)C(=O)/C(=C(/O)c2ccc(OCC(C)C)cc2)C1c1cccnc1 (stereo not given)
  1	102	102	11	0	102	99	4
Cc1ccc(NC(=O)CN(c2ccccc2)S(=O)(=O)N(C)C)cc1C
  -1	99	101	2	26	82	96	1
Cc1ccc(S(=O)(=O)NC(=O)c2cc(C)n(C3CC3)c2C)cc1
  12	99	100	3	2	96	98	1
O=C(Nc1ccccc1C(F)(F)F)c1c(F)cccc1Cl
  -4	106	104	0	0	105	96	-2
O=C(CSc1nnc(-c2cccnc2)o1)OC1CCCCC1
  4	111	109	6	-2	88	109	3
CC(C)c1c(C(=O)N/N=C/c2cccc(OCc3ccccc3)c2)nnn1-c1nonc1N
  1	109	114	0	1	100	114	-2
O=C(Cc1c[nH]c2ccccc12)NCc1ccc(Cl)cc1
  7	101	107	-1	4	99	97	1

Assay outcomes from PubChem.
